# High-throughput results deposited in PubChem by several laboratories.
# Rtt109 HAT inh = blocks Candida albicans Rtt109/Vps75 acetyltransferase activity; Q5AAJ8; purified Rtt109/Vps75, ThioGlo CoA-SH fluorescence, 4 h; inhibition, % at 34.9 µM; 330,000 compounds, 0.16% hits; AID 540336;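 active = inhibition of at least 50% in every replicate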
# CAL PDZ FP-1 = CAL PDZ (human) peptide binding inhibition; Q9HD26; purified CAL PDZ, TMR-peptide fluorescence polarization, 1 h; inhibition, % at 24.9 µM; 300,000 compounds, 0.92% hits; AID 602252;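 active = mean inhibition of at least 30% with at least half of replicates also reaching 30%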;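 note: 0% = DMSO neutral control and 100% = excess unlabeled competitor peptide PRC23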
# CAL PDZ FP-2 = blocks peptide binding to human CAL PDZ domain; Q9HD26; purified CAL PDZ, TMR-peptide fluorescence polarization, 1 h; inhibition, % at 20 µM; 330,000 compounds, 0.02% hits; AID 504414;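 active = highest replicate inhibition of at least 40%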;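 note: plate controls were DMSO neutral control wells for no effect and unlabeled competitor peptide control wells for full effect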
#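 Test system: tagged CAL PDZ domain / Buffer or medium: sodium phosphate/NaCl buffer pH 7.4 with TCEP, IgG, Thesit / Reagent: TMR-labelled reporter peptide T*-PRC34 bound in PDZ groove / Compound dosing: single point, 20 µM / Schedule: 1 h incubation at room temperature before polarization reading / Technique: fluorescence polarization (mP) / Benchmarks: unlabelled peptide, DMSO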
# SR-BI uptake up = activators of SR-BI mediated HDL lipid uptake. CHO ldlA[mSR-BI] cells, DiI-HDL uptake fluorescence, 3 h; 100 = double the neutral-control signal. activation, % at 12.5 µM. 320,000 compounds, 0.096% hits. AID 504775;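 active = mean replicate activation of at least 60% and every replicate at or above 60%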;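 note: 0% = median plate neutral-control signal and 100% = twice that signal; values of inactives mirror those of a sister screen read the other way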
#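 Test system: SR-BI-overexpressing, LDLR-lacking CHO cells; Medium: Ham's F12 with 0.5% BSA, HEPES 25 mM, pH 7.4; Schedule: 3 h, 37 °C; Technique: bottom-read fluorescence, 550/595 nm.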
# C-LANA FP = KSHV C-LANA DNA binding inhibition; MBP-C-LANA/FAM-LBS DNA binding, fluorescence polarization; inhibition, % at 9 µM; 340,000 compounds, 0.078% hits; AID 504423;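 active = highest replicate inhibition at or above 60% at 9 µM, even if other replicates fall short; inactive = all replicates below 60% inhibition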;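 note: 0% = neutral control wells and 100% = 4 µM acridine orange control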
# cardiac RTF act = cardiac RTF calcium sensitization; 340,000 compounds, 0.24% hits; IANBD-labeled TnC RTF fluorescence at EC20 calcium; 0% EC20 calcium, 100% full calcium; activation, % at 7.2 µM; P19429+P45379; AID 493008;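 active = activation above the mean over all tested compounds plus 3 SD, cut at about 30% in these data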;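 note: rise in fluorescence read as greater calcium sensitivity of cardiac thin filaments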
# Keap1-Nrf2 PPI = inhibitors of human Keap1-Nrf2 protein-protein interaction | inhibition, % at 9.4 µM | AID 504523 | Keap1 Kelch-Nrf2 peptide fluorescence polarization, 1536-well | 340,000 compounds, 0.15% hits; in the data active = inhibition above about 12%;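 note: human Keap1 Kelch domain with fluorescein labeled Nrf2 9mer peptide probe; 0% = neutral control wells and 100% = peptide positive control; higher means more block of Keap1 binding to Nrf2 peptide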
# PKA-R2B act = activates the human PKA-R2B holoenzyme complex. P22694+P31323. PKA-R2B holoenzyme dissociation, Cy5-IP20 fluorescence polarization; R2B truncated from residue 108, S112A mutant; 0% DMSO only, 100% 113 µM cGMP. activation, % at 11.4 µM. 340,000 compounds, 0.079% hits. AID 504700;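 active = activation above a cutoff set at the mean over all compounds plus 3 SD, cut at about 18% in these data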;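 note: higher means more holoenzyme dissociation and a rise in polarization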
# Target sequence (P31323 whole entry, looked up, other chains not shown, the tested form may be a part): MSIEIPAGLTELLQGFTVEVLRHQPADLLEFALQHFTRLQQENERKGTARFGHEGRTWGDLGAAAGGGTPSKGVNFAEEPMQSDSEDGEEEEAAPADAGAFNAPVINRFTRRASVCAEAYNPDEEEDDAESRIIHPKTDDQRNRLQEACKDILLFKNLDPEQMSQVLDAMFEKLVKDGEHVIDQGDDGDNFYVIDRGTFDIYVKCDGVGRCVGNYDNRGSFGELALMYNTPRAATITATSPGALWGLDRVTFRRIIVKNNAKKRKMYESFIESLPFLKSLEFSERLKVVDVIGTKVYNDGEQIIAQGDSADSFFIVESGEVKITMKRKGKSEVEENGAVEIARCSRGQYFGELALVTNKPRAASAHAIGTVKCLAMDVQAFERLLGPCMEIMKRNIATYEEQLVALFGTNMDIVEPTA
# DAGLB inhibitor = blocks human DAGLB lipase activity; Q8NCG7; HEK293T DAGLB membrane lysate, EnzChek fluorogenic substrate; inhibition, % at 5.17 µM; 340,000 compounds, 0.059% hits; AID 504411; in the data active = inhibition above about 34%;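 note: 0% = enzyme with vehicle and 100% = wells lacking enzyme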
# Target sequence (Q8NCG7 whole entry, looked up): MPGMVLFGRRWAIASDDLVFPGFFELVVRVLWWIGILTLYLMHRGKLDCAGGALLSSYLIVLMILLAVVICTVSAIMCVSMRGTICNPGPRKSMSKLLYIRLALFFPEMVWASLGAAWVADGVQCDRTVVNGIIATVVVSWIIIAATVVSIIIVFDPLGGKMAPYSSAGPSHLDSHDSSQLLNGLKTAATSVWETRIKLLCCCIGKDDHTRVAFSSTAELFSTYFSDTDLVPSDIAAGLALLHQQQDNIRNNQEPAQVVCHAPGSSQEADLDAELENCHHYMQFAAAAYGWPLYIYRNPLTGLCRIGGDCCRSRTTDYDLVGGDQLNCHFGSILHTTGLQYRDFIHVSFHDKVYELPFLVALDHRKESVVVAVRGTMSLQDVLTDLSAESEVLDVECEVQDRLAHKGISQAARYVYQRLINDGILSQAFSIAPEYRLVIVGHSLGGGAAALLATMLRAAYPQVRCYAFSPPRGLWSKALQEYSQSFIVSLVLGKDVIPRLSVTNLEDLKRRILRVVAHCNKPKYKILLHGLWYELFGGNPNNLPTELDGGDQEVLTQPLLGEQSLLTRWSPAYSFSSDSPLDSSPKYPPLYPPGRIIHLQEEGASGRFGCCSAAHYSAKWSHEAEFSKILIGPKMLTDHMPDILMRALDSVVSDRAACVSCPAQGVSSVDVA
# Cardiac RTF inh = cardiac RTF calcium desensitization. AID 493244. IANBD-labeled cardiac RTF, Ca2+ fluorescence. 340,000 compounds, 0.12% hits. inhibition, % at 7.15 µM. P19429+P45379;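 active = inhibition above the mean inhibition of all tested compounds plus 3 SD, cut at about 17% in these data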;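 note: assay run at fixed EC70 calcium of 1.6 mM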
# * marks the source's active call; other numbers are inactive results; . = not tested or not shown.
No.	mol	Rtt109 HAT inh	CAL PDZ FP-1	CAL PDZ FP-2	SR-BI uptake up	C-LANA FP	cardiac RTF act	Keap1-Nrf2 PPI	PKA-R2B act	DAGLB inhibitor	Cardiac RTF inh
1	COc1cc(C(=O)OCC(=O)N(C)C)cc(NC(=O)c2ccco2)c1OC	2	-4	-3.3	-12	0.1	5	-3	8	3	-6
2	O=C(O)C1CCCN1c1ncnc2ccccc12 (stereo not drawn)	-4	1	-0.1	6	-1.5	6	3	-5	2	-1
3	COc1cccc(C(=O)NCC2CCN(c3ccc(S(=O)(=O)N4CCOCC4)cc3)CC2)c1	0	0	-0.9	.	-0.9	10	-10	1	1	-12
4	CCOC(=O)c1cccc2c1-c1ccccc1/C2=N/O	6	-4	-2.0	-7	1.1	-1	0	4	-6	-6
5	O=C(COc1ncnc2ccc(Br)cc12)N1CCOCC1	-1	-1	-0.8	-17	-0.8	-5	3	4	-2	-7
6	COc1ccc(C)cc1S(=O)(=O)Nc1cccnc1	.	-2	-1.3	3	-0.1	0	-3	-7	3	-6
7	Cc1cccc(C)c1NC(=O)CN1CCc2ccccc2C1	0	20	-0.9	1	-3.8	3	-4	9	-2	5
8	Cc1ccccc1Nc1nc(N)nc(CSc2nnc3ccccn23)n1	2	-3	-2.1	.	1.1	0	1	-1	-1	-2

# An excerpt of these results, with values under each structure:
# Results follow in this order: Rtt109 HAT inh, CAL PDZ FP-1, CAL PDZ FP-2, SR-BI uptake up, C-LANA FP, cardiac RTF act, Keap1-Nrf2 PPI, PKA-R2B act, DAGLB inhibitor, Cardiac RTF inh
5	O=C(COc1ncnc2ccc(Br)cc12)N1CCOCC1
→ -1, -1, -0.8, -17, -0.8, -5, 3, 4, -2, -7
6	COc1ccc(C)cc1S(=O)(=O)Nc1cccnc1
→ ., -2, -1.3, 3, -0.1, 0, -3, -7, 3, -6

# Following part.
No.	mol	Rtt109 HAT inh	CAL PDZ FP-1	CAL PDZ FP-2	SR-BI uptake up	C-LANA FP	cardiac RTF act	Keap1-Nrf2 PPI	PKA-R2B act	DAGLB inhibitor	Cardiac RTF inh
9	Clc1ccc(C2Nc3cccc4cccc(c34)N2)cc1Cl	-3	-6	1.3	-17	2.0	1	-1	9	-5	-6
10	COCCN(CC(=O)NCc1ccc(F)cc1)C(=O)CCC(=O)Nc1nccs1	0	-2	.	14	1.8	0	-1	2	0	-10
11	COc1ccc(-c2nnc(SCC(=O)NC3CCCC3)n2C)cc1	4	0	-2.3	22	-0.3	4	-4	-5	1	2
12	CC(OC(=O)c1cc(S(=O)(=O)Nc2ccc(F)cc2)ccc1Cl)C(=O)Nc1ccc2c(c1)OCCO2 (stereo not drawn)	13	-2	-0.7	-7	0.3	-4	6	-12	-6	-3
13	COc1cc(/C=C/c2sc3ccccc3[n+]2CCCS(=O)(=O)[O-])ccc1O	20	-7	-7.2	18	-33	68*	-122	9	-5	-85
14	C=C(C)CN1CCN(c2ccc(N3C(=O)CCCC3=O)cc2[N+](=O)[O-])CC1	2	-3	0.2	.	-1.3	-4	-5	5	3	-4
15	CSc1ccc(CN2CCN(C(=O)CC(C)C)CC2)cc1	-3	-1	-0.4	0	5.3	-5	-2	-1	1	-2
16	Cc1c(NS(=O)(=O)c2ccc3c(c2)n(C)c(=O)n3C)c(=O)n(-c2ccccc2)n1C	5	-2	0.6	10	-0.3	1	1	-7	0	-3
17	COc1cc(Br)cc2cc(C(=O)N3CCN(C(=O)c4ccco4)CC3)c(=O)oc12	8	-5	0.0	1	-0.8	1	0	-2	3	1
18	CC(C)c1ccc(CNC(=O)CSCC(=O)Nc2ccc3ccccc3c2)cc1	-3	-5	-1.0	-9	-0.7	1	3	-6	-9	-3
19	CCN(CC(O)Cn1c2ccccc2c2ccccc21)S(=O)(=O)c1ccc(C)cc1 (stereo not drawn)	-2	-7	-1.1	-34	-0.2	-1	-10	-10	-3	-6
20	COC(=O)c1ccc(CN(c2ccc(C(=O)O)c(O)c2)S(=O)(=O)c2ccc(Cl)c([N+](=O)[O-])c2)cc1	-9	-1	.	18	2.2	-1	-8	0	3	1
21	CCOC(=O)c1c(S(=O)(=O)NCc2cccs2)c(C)n(C)c1C	-1	-2	-2.3	26	0.4	-4	-5	-4	2	-1
22	Cc1csc(NC(=O)c2cc3c(s2)CCC3)n1	10	-2	-0.7	-30	-1.0	-4	1	-9	0	6
23	O=C(O)c1ccccc1C(=O)c1cccc2ccccc12	0	0	1.3	19	-5.3	-1	-4	18	-2	-4
24	COc1ccc(N2CCN(CCNC(=O)CCCn3c(=O)[nH]c4cc(Cl)ccc4c3=O)CC2)cc1	4	-2	.	-49	7.2	-5	-10	-5	1	-5
25	CC(OC(=O)c1ccc(OCC2CCCO2)cc1)C(=O)N(C)Cc1ccccc1 (stereo not drawn)	-6	-8	-2.9	-34	1.9	10	0	10	-2	-20
26	CN(C)c1ccc(C2N3CC4(C)CN2CC(C)(C3)C4O)cc1 (stereo not drawn)	6	-7	0.5	19	-3.8	0	8	4	-3	-5
27	Cc1cccc(C)c1NC(=O)CNC(=O)Cc1ccccc1[N+](=O)[O-]	-10	-4	-2.4	16	-0.6	1	-4	2	0	-28
28	CCOC(=O)CSc1nc(C2CC2)cc(-c2ccc(Cl)cc2)c1C#N	-13	-3	-0.4	-48	0.5	3	2	-7	-15	-1
29	Cc1cccc(-n2c(=O)c3ccccc3n3c(=S)[nH]nc23)c1C	22	-2	-2.5	20	0.6	-5	-4	-3	1	-10
30	Cc1ccccc1NC(=O)C(=O)NCCCN1CCOCC1	7	0	-1.3	10	-1.9	5	0	-4	2	-5
31	Cc1cc(NC(=O)COC(=O)C2CCN(C(=O)c3ccc(Cl)cc3)CC2)no1	0	-1	-3.5	25	1.1	6	1	8	-2	-6
32	CCCc1c(C)[nH]c2ccc(NC(C)=O)cc2c1=O	0	-2	-3.0	12	-0.5	3	-8	6	-3	-3
33	COc1ccc2nc(NC(=O)CSC3=NCCS3)sc2c1	-6	-2	-1.0	-31	1.4	-6	-1	1	-4	-3
34	O=C(N/N=C/c1cc([N+](=O)[O-])ccc1O)C1CCCCC1	8	-1	-1.2	-87	1.8	-2	-3	-2	-4	-1
35	COCCN(C(=O)c1ccco1)C(C(=O)NC1CCCC1)c1cccs1 (stereo not drawn)	1	-5	-1.7	25	-1.1	-6	-2	-7	-1	-5
36	Cc1cccc(N2C(=O)CC(N3CCN(c4cccc(C(F)(F)F)c4)CC3)C2=O)c1 (stereo not drawn)	-4	-1	-0.8	20	-1.6	2	0	1	-5	-11
37	O=C1CC[C@@H](C(=O)O)N1	1	-2	-0.5	15	-1.5	5	4	4	1	-4
38	CNC[C@H]1Oc2c(NS(=O)(=O)c3ccc(OC)cc3)cccc2C(=O)N([C@H](C)CO)C[C@@H]1C	-17	-8	1.0	11	-2.0	1	-3	6	-4	-7
39	COc1cccc(NC(=O)C2CC(=O)N(Cc3ccco3)C2)c1 (stereo not drawn)	5	.	-1.1	32	-0.7	2	-4	-6	-2	-2
40	CCn1cc(C(=O)NCCc2ccc(OC)c(OC)c2)c(=O)c2cc(S(=O)(=O)N3CCOCC3)ccc21	5	-7	-2.3	-24	0.5	-9	-7	-3	1	1
41	Cc1ccc(CN(c2ccc(C(=O)N3CCCC3)cc2)S(C)(=O)=O)cc1	2	0	-0.4	-30	-1.4	1	-2	5	0	-5
42	COCCOC1CCN(C(=O)c2cc(COc3ccc(-n4cncn4)cc3)on2)CC1	-5	-4	-0.5	10	0.9	1	0	-6	1	-7
43	Cc1cc(C)n2nc(SCC(=O)N(C)Cc3ccccc3)nc2n1	0	-5	-0.4	24	-0.2	16	0	-9	6	-9
44	Nc1ccccc1N=Cc1ccc(-c2cccc(Cl)c2)o1	-9	5	-2.3	-25	0.5	2	4	-12	-6	-14
45	S=C(NCc1ccco1)Nc1cc(Cl)c(Cl)cc1Cl	11	-5	-0.3	-11	-0.6	-3	1	-14	-3	2
46	O=C(O)Cc1cccc2ccccc12	0	-16	0.1	-9	-0.4	-4	3	-2	3	0
47	COc1cc(C(=O)N2CCc3ccccc32)c([N+](=O)[O-])cc1OC	0	-4	0.0	11	0.1	1	-1	-6	1	-11
48	O=C(O)c1ccc(N2CCc3ccccc32)c([N+](=O)[O-])c1	-7	-2	0.1	27	-0.6	-4	1	-10	6	-10
49	NS(=O)(=O)c1ccc(Nc2nc(-c3cccc([N+](=O)[O-])c3)cs2)cc1	6	.	-0.5	-64	-1.5	3	-5	-10	2	-15
50	C(=C\c1ccccc1)/CN1CCN(Cc2ccc3c(c2)OCO3)CC1	-3	-12	-28	-11	-0.6	-2	-3	1	-2	0
51	COc1cccc(NC(=O)CN(C)C(=O)c2oc3c(ccc4ccccc43)c2C)c1	8	4	-4.2	1	0.8	-10	4	-11	-8	-5
52	O=S(=O)(c1ccc(=S)[nH]c1)N1CCCCCC1	-5	.	-0.9	15	-0.2	9	-1	5	1	-1
53	CC(=O)c1c(C)[nH]c(C(=O)NNC(=O)c2ccc(Br)cc2)c1C	2	.	0.2	-12	-0.7	0	-4	0	0	-6
54	COc1cc(CCNc2ccc3nnc(-c4ccccc4)n3n2)cc(OC)c1OC	9	.	-6.0	18	0.7	1	-1	-2	-5	0
55	CSCC[C@H](NC(=O)[C@@H]1CSC2c3ccccc3C(=O)N21)C(=O)N1CCC[C@H]1CO (stereo partly drawn)	-2	0	0.6	-6	0.7	2	-7	-10	1	-5
56	Cc1ccc2nc(Nc3nc(C)cc(C(F)(F)F)n3)nc(C)c2c1	-8	1	.	-17	-0.5	-1	-2	16	-2	0
57	Cc1nc([N+](=O)[O-])c(Br)n1CC(=O)c1ccc(F)cc1	-5	-3	2.4	.	-0.4	-1	3	-6	-2	3
58	Cc1cc(C)n2cc(CSc3ncccc3C(=O)O)nc2n1	-2	1	0.0	15	0.2	3	-6	-24	0	12
59	O=C(c1ccc(Br)o1)N1CCN(c2ccc(F)cc2)CC1	-9	.	-0.1	-12	0.6	2	1	-17	-9	-2
60	N/C(=N\OC(=O)c1ccc2c(c1)OCO2)c1cccnc1	1	3	-0.8	6	2.0	-4	-3	-2	-4	-2
61	O=C(CCc1nnc2ccc(NCc3ccccc3)nn12)NCC1CCN(C2CCCC2)C1 (stereo not drawn)	10	-2	-4.0	-15	-0.8	5	2	-4	0	-3
62	COc1cccc(-c2nnc(NC(=O)c3cccs3)s2)c1	-7	.	-1.6	-10	-0.7	9	-6	-7	-1	0
63	Cc1cc(NC(=O)C2C3C(=O)N(CCC(C)C)C(C(=O)NCc4ccccc4)C34C=CC2(C)O4)no1 (stereo not drawn)	-3	1	-1.8	12	-1.0	7	-3	-2	0	-20
64	Cc1ccc2nc(SCC(=O)Nc3cccc([N+](=O)[O-])c3)[nH]c2c1	-1	-1	-0.3	-37	-1.3	-6	2	-2	-2	2
